DUSP3 inh – VHR1 phosphatase inhibitors, primary screen, biochemical, absorbance, uHTS; inhibition, % at 13.3 µM; Dual specificity protein phosphatase 3 (Homo sapiens), P51452; 0.52% of 290,000 active; recombinant VHR phosphatase, pNPP absorbance; in the data active means inhibition above about 50%; further: some compounds called inactive have numbers as strong as hits
Target sequence (P51452 whole entry, looked up): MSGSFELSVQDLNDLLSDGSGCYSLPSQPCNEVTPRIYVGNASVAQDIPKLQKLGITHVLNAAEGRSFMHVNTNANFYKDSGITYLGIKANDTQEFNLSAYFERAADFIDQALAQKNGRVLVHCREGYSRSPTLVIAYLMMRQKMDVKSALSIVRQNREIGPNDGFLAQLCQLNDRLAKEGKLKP
MazEF act – activators of E. coli MazEF toxin-antitoxin RNase, primary screen, biochemical, fluorescence, uHTS | activation, % at 20 µM | Endoribonuclease toxin MazF (Escherichia coli (strain K12)), P0AE70 | AID 504720, 2011 | 0.32% of 350,000 active | FAM/BHQ RNA-DNA oligo cleavage fluorescence, 5 h; in the data active means activation above about 50%
Target sequence (P0AE70 whole entry, looked up): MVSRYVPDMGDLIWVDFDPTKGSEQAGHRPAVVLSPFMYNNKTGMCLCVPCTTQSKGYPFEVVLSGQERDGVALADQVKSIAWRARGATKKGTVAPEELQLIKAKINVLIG
PrPC surface inh – inhibitors of human cell surface prion protein PrPC, primary screen, cell-based, TR-FRET; AID 720596, 2013; 0.43% of 370,000 active; inhibition, % at 13.8 µM; TR-FRET read-out; Major prion protein (Homo sapiens), P04156; in the data active means inhibition above about 24%; further: 0% = median of the test wells and 100% = reference compound wells
TcdB inh – TcdB glycohydrolase inhibitors, primary screen, biochemical, single point, plate reader; inhibition, % at 9.99 µM; AID 652162, 2013; Toxin B (Clostridioides difficile), P18177; 0.24% of 350,000 active; TcdB glycohydrolase enzymatic assay; in the data active means inhibition above about 10%
Rv3671c inh – Rv3671c serine protease inhibitors, primary screen, biochemical, fluorescence polarization, M. tuberculosis H37Rv; P9WHR9; inhibition, % at 5.96 µM; 0.048% of 320,000 active; AID 2606, 2010; in the data active means inhibition above about 38%;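 further: extracellular domain of Rv3671c used as enzyme; 0% = enzyme with DMSO and 100% = no enzyme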
Target sequence (P9WHR9 whole entry, looked up, the tested form may be a part): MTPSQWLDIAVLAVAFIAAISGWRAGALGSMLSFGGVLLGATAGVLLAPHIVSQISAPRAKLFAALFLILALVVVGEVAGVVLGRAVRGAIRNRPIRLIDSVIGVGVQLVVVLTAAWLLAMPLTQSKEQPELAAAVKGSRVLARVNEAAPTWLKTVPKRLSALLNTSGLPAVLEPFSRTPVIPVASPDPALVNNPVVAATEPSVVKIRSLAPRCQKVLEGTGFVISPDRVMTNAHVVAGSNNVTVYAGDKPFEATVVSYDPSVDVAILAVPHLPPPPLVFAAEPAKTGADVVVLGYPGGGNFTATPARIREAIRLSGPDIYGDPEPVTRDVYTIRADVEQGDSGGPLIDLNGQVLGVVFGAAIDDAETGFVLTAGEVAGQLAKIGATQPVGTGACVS
PriA SSB inh – inhibitors of Klebsiella pneumoniae PriA binding to SSB C-terminal tail, primary screen, biochemical, AlphaScreen. PriA–SSB C-terminal tail interaction (Klebsiella pneumoniae). AlphaScreen SSBct-PriA binding, biotinylated peptide. inhibition, % at 33 µM. 0.6% of 430,000 active. AID 1272365, 2023; in the data active means inhibition mostly above about 37%, no sharp cut-off; inactive means mostly below about 20%;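 further: plate controls were negative control peptide for no effect and reference peptide for full effect; strong numbers were not always called active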
SARS 3CLpro inh – SARS-CoV 3CLpro protease inhibitors, primary screen, biochemical, quenched FRET. AID 1706, 2009. inhibition, % at 6 µM. 0.14% of 290,000 active. Replicase polyprotein 1ab (Severe acute respiratory syndrome coronavirus), P0C6X7. recombinant SARS-CoV 3CLpro, quenched FRET peptide cleavage; in the data active means inhibition above about 12%
Y pestis TopoI – Yersinia pestis topoisomerase I inhibitors, primary screen, biochemical, cleavage product accumulation, plate reader, single point | Y. pestis Topo-I cleavage product accumulation | 0.064% of 360,000 active | DNA topoisomerase I (Yersinia pestis CO92) | activity, % at 10 µM; in the data active means activity above about 50%, passing the limit was not always enough; further: inactives centre near 2
BH1578 lux ind – inducers of Vibrio cholerae quorum light production without autoinducers, primary screen, BH1578 luxS cqsA deficient, single point. V. cholerae BH1578 lux reporter, luminescence, 6 h. activation, % at 18.7 µM. 0.16% of 350,000 active; in the data active means activation mostly above about 9.7%, no sharp cut-off; further: not every result past the cut was called active; inactives centre near 0; reference of the scale not given here
CCHF vOTU inh – CCHFV vOTU protease inhibitors, primary screen, biochemical, Pep-AMC substrate, fluorescence. Crimean-Congo hemorrhagic fever virus L polyprotein viral ovarian tumor (vOTU) protease …. inhibition, % at 11.5 µM. 0.55% of 370,000 active. AID 651958, 2012; in the data active means inhibition above about 30%; further: 0% = vehicle wells with enzyme and 100% = no enzyme wells
The depositor's hits bear a star; i = inactive; nt = not tested or not shown; & = joins results of further samples. This is a subset; count on the stated rates, not on these rows.

SMILES	DUSP3 inh	MazEF act	PrPC surface inh	TcdB inh	Rv3671c inh	PriA SSB inh	SARS 3CLpro inh	Y pestis TopoI	BH1578 lux ind	CCHF vOTU inh
COc1c2ccoc2nc2c(OC)cccc12	23	6	1	1.9	1	14	-3	-2	-0.7&-6.2	-53
CCOC(=O)C1=NNC(C(=O)c2ccccc2)C1c1ccc(C)cc1 (stereo unspecified)	-1	0	0	1.9	-1	-10	-2	16	-0.6	12
Cc1ccc([N+](=O)[O-])c(OCCN2CCNCC2)c1	22	0	3	0.2	3	1	-1	-3	i	-13
Cc1cc(C)c2nc(NC(=O)C3CCCO3)sc2c1 (stereo unspecified)	17	3	-3	nt	3	-27	-1	-6	-0.2	0
COc1ccc2nc(SCC(=O)c3ccco3)[nH]c2c1	17	0	0	0.6	10	-6	-4	2	i	7
COC(=O)C1=C[C@@H](C(=O)OC)C2C3=C(C(=O)C24CCCCC4)[C@H](C)n2c(=O)n(C)c(=O)n2[C@@H]3C1 (stereo partly specified)	nt	5	-9	0.2	0	-9	nt	0	0.9	2
CCN1C(=O)[C@H]2[C@@H](c3ccc(-c4ccc(C(C)=O)cc4)c(OC)c3)N[C@@](Cc3ccccc3)(C(=O)OC)[C@H]2C1=O	nt	-7	-11	0.8	-6	0	nt	23	-5.9	2
C/C(=N/NC(=O)c1sc(=S)n(C)c1C)c1ccccc1	0	16	0	0.0	1	nt	-3	-3	i	5
Cc1ccc(NC(=O)CN(C)C(=O)/C=C/c2ccc3c(c2)OCO3)cc1	nt	4	6	-1.6	8	-7	nt	-7	2.8	20
Cc1ccc(S(=O)(=O)N2CC3(O)CN(C(=O)OC(C)C)N(C(=O)OC(C)C)CC3(OC(=O)Nc3c(C)noc3C)C2)cc1 (stereo unspecified)	nt	7	-6	1.0	nt	nt	nt	17	-0.4	10
Cc1cc(C)nc(SCC(=O)N2CCOCC2)n1	25	7	-4	nt	-1	-7	0	4	i	1
COc1cccc(Cn2cnc3c([N+](=O)[O-])c(C)c(C)cc32)c1	20	-4	3	2.2	2	-15	-3	6	-0.2	12

Structures shown so far that contain a nitro group on carbon (2):
SMILES	DUSP3 inh	MazEF act	PrPC surface inh	TcdB inh	Rv3671c inh	PriA SSB inh	SARS 3CLpro inh	Y pestis TopoI	BH1578 lux ind	CCHF vOTU inh
Cc1ccc([N+](=O)[O-])c(OCCN2CCNCC2)c1	22	0	3	0.2	3	1	-1	-3	i	-13
COc1cccc(Cn2cnc3c([N+](=O)[O-])c(C)c(C)cc32)c1	20	-4	3	2.2	2	-15	-3	6	-0.2	12

Back to the main list with the two entries that preceded the break.
SMILES	DUSP3 inh	MazEF act	PrPC surface inh	TcdB inh	Rv3671c inh	PriA SSB inh	SARS 3CLpro inh	Y pestis TopoI	BH1578 lux ind	CCHF vOTU inh
Cc1cc(C)nc(SCC(=O)N2CCOCC2)n1	25	7	-4	nt	-1	-7	0	4	i	1
COc1cccc(Cn2cnc3c([N+](=O)[O-])c(C)c(C)cc32)c1	20	-4	3	2.2	2	-15	-3	6	-0.2	12
CCC(C)(C)NC(=O)C(c1cccc(OC)c1OC)N(C(=O)CCC(=O)Nc1cc(C)on1)C(C)C (stereo unspecified)	-7	5	-1	0.0	8	-1	4	15	-0.4	4
C[C@H](O)[C@@H]1CN2CCc3c([nH]c4ccc(-c5ccc6c(c5)OCO6)cc34)[C@@H]2C[C@@H]1N(C)C(=O)NC1CCCCC1	nt	-22	-9	1.0	nt	nt	nt	0	-0.2	-3
COc1ccc(O)c(-c2cn[nH]c2-c2cccs2)c1	-8	0	-2	nt	-1	11	-2	-8	i	-19
Cc1ccc(Nc2c(O)nc[nH]c2=O)cc1C	nt	2	-6	-0.7	nt	-2	nt	3	0.8	0
COc1ccc(CN2CCN(Cc3ccccc3)CC2)c(OC)c1	25	-4	-7	nt	1	1	1	0	-1.8	-1
O=C(Nc1ccc2c(c1)OCCO2)C1CCCN(S(=O)(=O)c2cccnc2)C1 (stereo unspecified)	24	7	7	1.2	0	-5	-2	-3	-0.2	-2
Cc1ccc(C(=O)NCCC(=O)N2CCC3(CC2)NCCc2[nH]cnc23)cc1C	29	11	-7	-0.2	3	-3	0	4	i	4
Oc1c(Br)cc(CNC2CCCCC2)cc1Br	nt	2	-1	-1.9	nt	-14	nt	4	i	13
COc1ccc(-n2cc(C#N)c(=O)[nH]c2=O)cc1	-14	5	1	-0.3	-2	-4	3	10	-0.2	-6
O=C(CSc1nc(O)c(C2CCCCC2)c(=O)[nH]1)Nc1ccc(Cl)cc1	-6	5	6	nt	7	-13	1	-2	i	1
Cc1ccnc(NC(=O)CNC(=O)c2ccc3ccccc3c2)c1	nt	1	4	0.6	-2	3	nt	1	-0.3	-7
Cn1c(NC(=O)c2cc(-c3ccc4c(c3)OCO4)nc3ccccc23)cc(=O)n(C)c1=O	-12	5	-1	nt	6	-32	4	-1	-2.1	7

Profiles from above:
Results for `Cc1ccnc(NC(=O)CNC(=O)c2ccc3ccccc3c2)c1` → DUSP3 inh: nt; MazEF act: 1; PrPC surface inh: 4; TcdB inh: 0.6; Rv3671c inh: -2; PriA SSB inh: 3; SARS 3CLpro inh: nt; Y pestis TopoI: 1; BH1578 lux ind: -0.3; CCHF vOTU inh: -7
Results for `Cc1ccc(C(=O)NCCC(=O)N2CCC3(CC2)NCCc2[nH]cnc23)cc1C` → DUSP3 inh: 29; MazEF act: 11; PrPC surface inh: -7; TcdB inh: -0.2; Rv3671c inh: 3; PriA SSB inh: -3; SARS 3CLpro inh: 0; Y pestis TopoI: 4; BH1578 lux ind: i; CCHF vOTU inh: 4

Additional compounds follow:
SMILES	DUSP3 inh	MazEF act	PrPC surface inh	TcdB inh	Rv3671c inh	PriA SSB inh	SARS 3CLpro inh	Y pestis TopoI	BH1578 lux ind	CCHF vOTU inh
Cc1cc(C(=O)OCC(=O)N(C)C2CCS(=O)(=O)C2)c(C)n1-c1ccccc1 (stereo unspecified)	36	2	-5	nt	-4	11	-3	-8	i	2
C[C@H]1Cn2cnc(C(=O)NCC(=O)OC(C)(C)C)c2C(=O)N1	nt	8	5	1.7	nt	nt	nt	3	-0.4	5
O=C(Nc1ccc2c(c1)OCO2)c1cc(C2CCCCN2C(=O)c2ccc(Cl)cc2)on1 (stereo unspecified)	nt	nt	-4	0.6	nt	nt	nt	24	-3.0	-11
CC(C)NC(=O)/C(C#N)=C/c1cccc(NC(=O)c2ccccc2Cl)c1	-4	5	4	0.7	8	-5	-9	0	-0.5	-3
COc1ccc(S(=O)(=O)N2CCOCC2)cc1NC(=O)COC(=O)Cc1ccccc1	nt	2	1	-1.1	7	-2	nt	12	-0.2	-3
CCN(CC)CCNC(=O)c1cccc(NC(=O)C(=O)c2ccccc2NC(C)=O)c1	24	5	-5	-1.9	-6	3	6	4	i	8
Cc1ccccc1Nc1nc(N2CCOCC2)nc(N2CCOCC2)n1	-15	9	-11	1.3	2	-5	0	4	-0.2	1
O=C(CSc1nnc(SCc2ccc(Cl)cc2)s1)N1CCN(C(=O)c2ccco2)CC1	0	6	1	nt	4	-7	-5	5	-4.3	-12
CC1C(O)=C(c2nc3ccccc3[nH]2)C(=N)N1c1ccccc1 (stereo unspecified)	30	-2	2	nt	-2	-6	2	-4	i	15
O=C1C(C=NCCCN2CCOCC2)=C(O)c2ccccc21	17	-4	-11	1.6	-3	-8	-1	-4	-0.7	12
C#CCNC(=O)C1=C[C@H](c2ccc3c(c2)OCO3)C[C@H](OCCCCO)O1	nt	-2	-3	0.6	4	5	nt	nt	nt	5
O=C(CCN1CCN(c2ccccc2)CC1)NNC(=S)Nc1ccccc1	11	-2	-3	1.2	0	-4	4	-1	i	-3

The list goes on, overlapping the part above by 2 compounds.
SMILES	DUSP3 inh	MazEF act	PrPC surface inh	TcdB inh	Rv3671c inh	PriA SSB inh	SARS 3CLpro inh	Y pestis TopoI	BH1578 lux ind	CCHF vOTU inh
C#CCNC(=O)C1=C[C@H](c2ccc3c(c2)OCO3)C[C@H](OCCCCO)O1	nt	-2	-3	0.6	4	5	nt	nt	nt	5
O=C(CCN1CCN(c2ccccc2)CC1)NNC(=S)Nc1ccccc1	11	-2	-3	1.2	0	-4	4	-1	i	-3
CCN1CCN(C(=O)Cc2ccccc2OC)CC1	-4	-4	4	-0.9	4	-10	-1	5	7.6	-4
C(=N\Nc1ccc2nncn2n1)/c1ccco1	1	-3	-3	0.8	12	i	-2	-1	-0.6	2
CCOc1ccc(-c2cccc(NC(=O)c3cccs3)c2)nn1	nt	0	-3	-0.2	-2	2&-7	nt	4	1.7	-4
COc1ccc(S(N)(=O)=O)cc1C(=O)OCC(=O)N1CC(=O)Nc2ccccc21	nt	0	4	1.7	nt	-1	nt	2	i	-1
O=C(NCCN1CCOCC1)c1cc(-c2ccc(F)cc2)nc2ccccc12	nt	8	-9	1.0	-1	-9	nt	-2	-1.8	-7
Cc1ccc(C(=O)Nc2ccc3c(c2)CCC3)o1	7	-5	-4	nt	-3	3	-4	4	-0.5	-4
CC/C(=N\NC(=O)c1ccc(Br)cc1)c1ccccc1	14	2	9	-1.9	1	nt	2	-2	-0.2	12
CC1(C)Cc2c(cnn2-c2cccc(F)c2)C(NC(=O)c2csnn2)C1 (stereo unspecified)	44	4	0	0.3	-2	2	5	23	-0.4	0
COc1ccc(OC)c(S(=O)(=O)NCc2cccnc2)c1	-6	-2	6	nt	2	-17	0	3	-0.9	18

Screening data (PubChem BioAssay)
